TRHR agonist = agonists of human TRH receptor; P34981; TRHR cells, calcium flux fluo-8, FDSS agonist mode; activation, % at 2 µM; actives 0.18% (n = 360,000); AID 493084; in the data active means activation above about 30%; further: 0% is about no effect
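TRHR-expressing cells, plated overnight in medium with 10% serum, were loaded with fluo-8 calcium dye at room temperature. After a 10 s baseline, library compound was pin-added and calcium release was recorded kinetically (ex 480/em 530) as agonist response.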
IDH1 R132H inh = blocks human mutant IDH1 R132H enzyme | O75874 | IDH1-R132H enzyme, NADPH consumption, diaphorase/resazurin fluorescence | Potency, µM (series often up to 76.6 µM), without a hit: top-dose activity change, negative = inhibition, hits mostly inhibitors | actives 0.093% (n = 390,000) | AID 602179; further: potency means the concentration at half of the fitted maximal effect; on the % scale 0 is the no-effect control and ±100 the full control effect; nearly all actives have a fitted effect of over 65% in size
Target sequence (O75874 whole entry R132H, stated change not applied): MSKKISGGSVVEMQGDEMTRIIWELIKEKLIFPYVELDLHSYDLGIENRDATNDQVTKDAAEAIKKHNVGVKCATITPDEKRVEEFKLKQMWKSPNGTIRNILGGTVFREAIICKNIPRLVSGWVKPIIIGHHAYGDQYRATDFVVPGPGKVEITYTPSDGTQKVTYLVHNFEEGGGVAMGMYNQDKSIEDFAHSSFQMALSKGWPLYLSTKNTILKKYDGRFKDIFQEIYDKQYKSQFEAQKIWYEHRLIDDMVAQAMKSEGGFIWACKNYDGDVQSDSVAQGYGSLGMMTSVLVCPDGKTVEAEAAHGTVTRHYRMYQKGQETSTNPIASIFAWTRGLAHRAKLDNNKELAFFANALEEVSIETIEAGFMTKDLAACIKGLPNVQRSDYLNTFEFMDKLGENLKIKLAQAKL
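IDH1-R132H (0.5 ug/mL dispensed) in pH 7.5 Tris buffer was preincubated 30 min with compound, then given a substrate mix of 0.016 mM NADPH and 2 mM alpha-KG for 80 min at room temperature; remaining NADPH was read by diaphorase/resazurin fluorescence.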
TrxR1 substrate = rat thioredoxin reductase 1 substrate activity; O89049; purified TrxR1 substrate turnover, NADPH consumption readout; Potency, µM (doses to about 114 µM), without a hit: at the highest dose activity change, negative = substrate turnover; actives 0.01% (n = 390,000); further: potency means the concentration at half of the fitted maximal effect; on the % scale 0 is the no-effect control and ±100 the full control effect; nearly all actives have a fitted effect of over 50% in size
Target sequence (O89049 whole entry, looked up): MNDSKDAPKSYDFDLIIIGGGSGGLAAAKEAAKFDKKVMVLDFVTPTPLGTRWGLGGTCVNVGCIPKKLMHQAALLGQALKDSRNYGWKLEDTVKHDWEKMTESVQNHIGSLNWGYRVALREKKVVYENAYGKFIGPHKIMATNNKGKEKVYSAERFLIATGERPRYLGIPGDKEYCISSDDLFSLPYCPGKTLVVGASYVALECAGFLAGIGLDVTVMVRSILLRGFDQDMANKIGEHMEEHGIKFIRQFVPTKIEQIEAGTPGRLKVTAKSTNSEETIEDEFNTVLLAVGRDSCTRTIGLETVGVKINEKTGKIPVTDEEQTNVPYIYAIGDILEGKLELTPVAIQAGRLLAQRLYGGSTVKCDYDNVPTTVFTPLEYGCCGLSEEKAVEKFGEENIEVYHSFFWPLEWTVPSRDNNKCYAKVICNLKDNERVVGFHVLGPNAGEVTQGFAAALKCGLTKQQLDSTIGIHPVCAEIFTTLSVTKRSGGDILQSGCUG
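Rat TrxR1, dispensed at 90 nM, was prereduced with 400 uM NADPH (final) for 5 min at ~22 deg C, then incubated with compound 15 min before 400 uM selenite. A first-read NADPH fluorescence drop versus no-compound background flagged substrates.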
Pin1 inhibitor = inhibitors of human Pin1; Q13526; Pin1 FP peptide displacement, HiFluor488, 10 min; Potency, µM (titrated, usually from 115 µM), inactives show at the top dose activity, negative = inhibition, usual class: inhibitors; actives 0.009% (n = 390,000); AID 504891; active means well fitted inhibition curve with a large enough effect in the polarisation, with a control signal flat, not every such curve was filed as active; inconclusive means small, poorly fitted or top-dose-only effect, or effect the other way, or a change in a side signal; inactive means no such curve, though single readings can be large or run the other way; the % refers to the polarisation; further: potency means the concentration at half of the fitted maximal effect; on the % scale 0 is the no-effect control and ±100 the full control effect
Target sequence (Q13526 whole entry, looked up): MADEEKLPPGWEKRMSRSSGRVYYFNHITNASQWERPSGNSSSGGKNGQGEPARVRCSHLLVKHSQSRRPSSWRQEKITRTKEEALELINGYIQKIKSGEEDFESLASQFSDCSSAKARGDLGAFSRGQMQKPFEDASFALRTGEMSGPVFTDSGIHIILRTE
D2 antagonist = antagonists of human D2 dopamine receptor; actives 2% (n = 340,000); inhibition, % at 10 µM; P14416; HEK293 TREx D2 cells, calcium flux, dopamine EC80; in the data active means inhibition above about 30%; further: 0% is about no effect
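Tetracycline-induced HEK293 T-REx cells expressing D2 force-coupled to calcium signalling were dye-loaded, exposed to compound for 180 s, then challenged with an EC80 of dopamine; calcium flux was followed kinetically for a further 180 s.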
D2 agonist = activates the human D2 dopamine receptor | P14416 | HEK293 T-REx D2 cells, calcium flux agonist mode | activation, % at 2 µM | actives 0.53% (n = 340,000) | AID 485358;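 active means activation over 3 SD above normal in the single-dose calcium agonist read, cut at about 30% in these data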; further: 0% is about no effect
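HEK293 Trex D2 cells, tetracycline-induced, o/n 30 C 5% CO2; no-wash Ca dye, RT 30–90 min; 10-cycle baseline, 23 nl cpd added, kinetic Ca read 180 s; agonist hits = positive Ca response.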
TRHR PAM = allosteric enhancers of human TRH receptor; TRHR cells, fluo-8 calcium fluorescence, EC20 TRH enhancement; enhancement, % at 2 µM; P34981; actives 0.66% (n = 360,000); AID 493056; in the data active means enhancement above about 30%; further: 0% is about no effect
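TRHR-expressing cells loaded with fluo-8 calcium dye were read kinetically (ex 480/em 530) during compound addition, then stimulated with an EC20 of TRH (10 nM final). Enhancement of the Gq-mediated intracellular calcium response was scored.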
USP1 inh = blocks the human USP1/UAF1 deubiquitinase complex | O94782 | recombinant USP1/UAF1, Ub-Rhodamine cleavage fluorescence | Potency, µM (series often up to 57.1 µM), without a hit: at the top dose activity change, negative = inhibition, most hits filed as inhibitors | actives 0.23% (n = 390,000) | AID 743255; further: potency means the concentration at half of the fitted maximal effect; on the % scale 0 is the no-effect control and ±100 the full control effect; nearly all actives have a fitted effect of over 60% in size; inactives centre near -12
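In this screen, compounds sit with the deubiquitinase complex (1nM) for 15 min at room temperature before Ub-Rho is added at 150nM final. Fluorescence rise is then followed for 6 reads every 60 seconds.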
TrxR1 inh = blocks rat thioredoxin reductase 1; recombinant rTrxR1, NADPH fluorescence consumption, selenite substrate; Potency, µM (titrated, usually from 114 µM), without a hit: at the top dose activity change, negative = inhibition, most hits filed as inhibitors; actives 1% (n = 390,000); AID 588453; further: potency means the concentration at half of the fitted maximal effect; on the % scale 0 is the no-effect control and ±100 the full control effect; nearly all actives have a fitted effect of over 65% in size
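Rat TrxR1 (90 nM in the dispensed reagent) was pre-reduced with 400 uM NADPH for 5 min at room temperature, then incubated with compound for 15 min. After 400 uM selenite was added, NADPH fluorescence (Ex 340/Em 450 nm) was followed for 8 min.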
The depositor's hits bear a star; ? = inconclusive; . = not tested or not shown; & = joins results of further samples; [ ] = remark or other dose. Unless noted, the call rests on the fitted dose curve; in most records, active means well fitted inhibition curve with a large enough effect; inconclusive means small, poorly fitted or top-dose-only effect; inactive means no such curve, though single readings can be large or run the other way. The list is partial (hit frequency here may not be typical).

SMILES	TRHR agonist	IDH1 R132H inh	TrxR1 substrate	Pin1 inhibitor	D2 antagonist	D2 agonist	TRHR PAM	USP1 inh	TrxR1 inh
Cc1[nH]c2ccccc2c1CCNCc1cccnc1	0.0	20%	11%	-11%	7	0.3	5	-26%	22%
COc1ccc(-n2c(O)c(C(C)=NCCc3c[nH]c4ccccc34)c(=O)[nH]c2=O)cc1	0.1	-2%	-2%	1%	-2	2.2	7	0%	8%
Cc1nc2ccccc2c(=O)n1-c1cccnc1	0.3	10%	3%	-13%	9	1.6	13	-2%	8%
C[C@]12CCC(=O)CC1CCC1C2CC[C@]2(C)C(OC(=O)CCC(=O)O)CCC12 (stereo not given in full)	0.3	3%	15%[57.1 µM]	-7%	-4	0.2	-1	-18%	11%[57.1 µM]
CCc1ccc(N2C(=O)NC(=O)/C(=C/c3cccn3CCOc3ccc(C(C)CC)cc3)C2=O)cc1 (stereo not given)	1.0	4%	-2%	?	-3	0.1	-6	-9%	-18%
Nc1cncc(C(=O)O)c1	-1.8&1.6	6%&7%	16%	-3%&1%	-9&-6	-1.3&-0.3	-3&2	-6%&-8%	-10%
CCOC(=O)c1ccccc1OC(=O)NNc1ccccc1	.	-2%	6%	-11%	.	.	.	?	17%
Cc1nc2ccccc2c(=O)n1-c1cccc([N+](=O)[O-])c1	-0.1	-4%	3%	-3%	2	0.6	5	-18%	17%
CC1=NOC2(C)Nc3ncnn3C(c3ccccc3)C12 (stereo not given)	-0.3	1%	10%[57.1 µM]	0%	-26	-0.1	1	-7%	12%[57.1 µM]
Cc1nn(Cc2ccccc2)c(Cl)c1C(=O)NC1CCCc2ccccc21 (stereo not given)	1.5	-7%	-14%	2%	-13	0.2	-27	-13%	-11%
CCC(=O)O[C@@H]1[C@@H](OC(C)=O)[C@@]2(O)C(C[C@H](O)C2(C)C)[C@](C)(O)[C@H]2CC[C@@H]3[C@@H](O)[C@]12C[C@@]3(C)O (stereo not given in full)	0.5	4%	-5%	1%	3	-2.1	3	-28%	-11%
CN1CCN(S(=O)(=O)c2cnc(Cl)c(Br)c2)CC1	0.8	2%	6%	5%	-4	1.9	3	-17%	-11%
CC(=O)N1CC(=O)Nc2ccc(Cl)cc2C1c1ccc(F)cc1 (stereo not given)	0.4	1%	-4%	1%	7	0.0	6	-7%	-6%
Nc1c(C(=O)Nc2ccc(Cl)cc2)sc2nc3c(cc12)N1CCC3CC1	-1.2	-3%	61%[activator]	5%	.	1.0	-1	-33%	29%
CCC(C)n1c(O)c(C=NCc2cccnc2)c(=O)[nH]c1=S (stereo not given)	-0.5	-10%	-16%	-7%	13	-0.1	0	-11%	-19%
CC(C)CCP(=O)(O)c1ccccc1	-1.2	0%	13%[57.1 µM]	-11%	0	0.9	1	-16%	17%
CC(Cc1ccccc1)NC(=O)Cc1ccc(N(C)C)cc1 (stereo not given)	-1.0	-5%	2%	3%	-5	0.4	2	-10%	5%
CC1C(OC(=O)CCC(=O)NC(C)(C)CO)O[C@H]2OC3(C)CC[C@H]4[C@H](C)CCC1C24OO3 (stereo not given in full)	0.3	-15%	-9%	-1%	-5	0.3	1	-6%	-3%
CCC12CN3CCN(CC(C3)/C1=N/NC(=O)c1ccncc1)C2	1.4	5%	-19%[57.1 µM]	1%	.	.	2	6%	16%[57.1 µM]
O=C1CN=C(c2ccccc2F)c2cc(Cl)ccc2N1	-0.3	-4%	5%	-6%	-19	-0.3	-7	-22%	27%

Whole records from above. Order of values: TRHR agonist, IDH1 R132H inh, TrxR1 substrate, Pin1 inhibitor, D2 antagonist, D2 agonist, TRHR PAM, USP1 inh, TrxR1 inh
`CCOC(=O)c1ccccc1OC(=O)NNc1ccccc1` across the screens: ., -2%, 6%, -11%, ., ., ., ?, 17%
`Nc1c(C(=O)Nc2ccc(Cl)cc2)sc2nc3c(cc12)N1CCC3CC1` across the screens: -1.2, -3%, 61%[activator], 5%, ., 1.0, -1, -33%, 29%
`CN1CCN(S(=O)(=O)c2cnc(Cl)c(Br)c2)CC1` across the screens: 0.8, 2%, 6%, 5%, -4, 1.9, 3, -17%, -11%
`CC1=NOC2(C)Nc3ncnn3C(c3ccccc3)C12` (stereo not given) across the screens: -0.3, 1%, 10%[57.1 µM], 0%, -26, -0.1, 1, -7%, 12%[57.1 µM]

Continuation:
SMILES	TRHR agonist	IDH1 R132H inh	TrxR1 substrate	Pin1 inhibitor	D2 antagonist	D2 agonist	TRHR PAM	USP1 inh	TrxR1 inh
O=c1[nH]c(CN2CC=C(c3ccccc3)CC2)nc2scc(-c3cccs3)c12	0.1	-7%	-3%	52%[activator]	.	.	0	?	5%
CCOc1cccc(=NC2CCCCC2)c2c(C)n(C)c(C)c12	1.3	18%	5%[11.4 µM]	0%	4	-0.7	-7	-18%	21%[11.4 µM]
Cc1cc(NC(=O)COC(=O)c2c(C)nn(Cc3ccccc3)c2Cl)no1	1.0	7%	17%[57.1 µM]	2%	3	0.2	2	-19%	15%[57.1 µM]
O=c1[nH]c(O)c(N=Nc2ccc3c(c2)OCCO3)c(=O)[nH]1	1.0	-1%	-13%	?	-6	0.7	-2	?	26%[57.1 µM]
COc1cc(OC)c(OC)cc1CNCCc1cccc(F)c1	-1.1	-7%	-8%	-12%	-5	-0.3	-2	-9%	-12%
COc1ccc(-n2c(O)c(C(C)=NCc3ccco3)c(=O)[nH]c2=O)cc1	0.2	-1%	-3%	-1%	-7	-0.8	10	-20%	-7%
COc1ccccc1-n1c(O)c(C=NCCN2CCNCC2)c(=O)[nH]c1=O	-0.4	5%	-1%	-2%	-5	0.3	3	-18%	?
COc1cccc(C2=NOC(C(=O)N3CCC4(CC3)OCCO4)C2)c1 (stereo not given)	-0.8	-2%	-2%[57.1 µM]	0%	5	0.7	4	4%	-13%[57.1 µM]
Cc1ccccc1Nc1c(-c2ccc(Br)cc2O)nc2sccn12	-0.2	-14%	-8%	4%	.	0.1	-17	?	-16%
COc1cccc(C(=O)C2CCCN(Cc3cccc(C)n3)C2)c1 (stereo not given)	-1.6	-1%	-1%	1%	-14	0.0	19	-12%	16%
Cc1cccc(CN2CCN(c3ccc(Cl)cc3)CC2)c1	-0.3	12%	4%	-17%	34*	-5.8	1	-15%	12%
O=c1cccc2n1CC1CC2CN(C(c2cccc(F)c2)c2sc3ncnn3c2O)C1 (stereo not given)	0.3	-1%	5%[57.1 µM]	-1%	-6	-0.2	1	-19%	12%[57.1 µM]
O=C(NC1CONC1=O)OCC(Cl)(Cl)Cl (stereo not given)	0.4	8%	-1%	0%	3	0.9	-2	6%	20%
CCC(C#N)(CC)P(=S)(c1ccccc1)c1ccccc1	0.2	9%	-6%	3%	18	-0.8	-9	-14%	-4%
Cc1ccc(-n2c(-c3ccc([N+](=O)[O-])cc3)nc3ccccc3c2=O)cc1	-0.3	9%	-5%	-4%	8	-0.4	-5	-31%	-2%
CC(=O)c1cccc(OCC(=O)N2CCN(CC(=O)Nc3cccc(F)c3)CC2)c1	-0.1	9%	3%	-3%	-24	0.6	-4	-18%	13%
COc1ccc(C(C)=O)cc1CC(C(=O)c1ccc(C)c(C)c1)N(C)C (stereo not given)	-0.1	3%	-21%[57.1 µM]	4%	7	-1.1	1	-7%	19%[57.1 µM]
COC(=O)C1=C(c2ccc(Cl)c(C(F)(F)F)c2)C[C@@H]2CC[C@H]1N2C(=O)NCCOc1ccccc1Cl	1.1	-10%	-5%[57.1 µM]	?	-4	1.6	-9	12%	-7%[57.1 µM]
CCCCCn1c(=O)c(C(=O)Nc2c(C)n(C)n(-c3ccccc3)c2=O)c(O)c2ccccc21	-0.3	-4%	3%	-7%	11	1.0	1	0%	13%
CCCCn1c(=O)c(C(=O)NCc2ccccc2OC)c(O)c2ccccc21	1.8	1%	-3%	-2%	-5	0.2	-1	-15%	20%
O=C(c1cc(-c2ccncc2)nc2ccccc12)N1CCC2(CC1)OCCO2	0.0	0%	-11%	-19%	-10	0.6	8	-5%	-16%
CC(C)C[C@H]1C(=O)N2CCC[C@H]2[C@]2(O)O[C@](NC(=O)[C@@H]3C=C4c5cccc6[nH]c(Br)c(c56)CC4N(C)C3)(C(C)C)C(=O)N12 (stereo not given in full)	10	9%	-2%	2%	94*	80*	-6	-27%	15%
C[C@]12CCC3C(CC[C@H]4C[C@H](O)CC[C@]34C)C1C[C@H](O)[C@@H]2O (stereo not given in full)	.	2%	7%	3%	.	.	.	-16%	3%
O=[N+]([O-])/C=C/c1c(Cl)cccc1Cl	.	2%	3%[11.4 µM]	-3%	.	.	.	-18%	?
COC(=O)C1=C(C(=O)OC)C2c3ccccc3C1c1ccccc12	.	5%	-5%[57.1 µM]	-12%	.	.	.	-21%	5%[11.4 µM]
OC(CCNCCc1c[nH]c2ccccc12)C(F)(F)F (stereo not given)	0.8	3%	8%[57.1 µM]	0%	.	.	-1	-22%	18%[57.1 µM]
CCC(=O)c1ccc(OCC(=O)N2CCN(CC(=O)Nc3ccccc3C(F)(F)F)CC2)cc1	.	-5%	3%	0%	.	.	.	-4%	10%
COc1cc(CN=Cc2c(O)n(C(C)(C)C)c(=O)[nH]c2=O)cc(OC)c1	0.1	14%	2%[57.1 µM]	3%	-4	-2.4	4	-4%	-8%[57.1 µM]
COc1ccc(/C=C2\Oc3cc(OC(=O)N4CCOCC4)ccc3C2=O)c(OC)c1	12	10%	0%[11.4 µM]	?	0	4.2	-2	21%	7%[11.4 µM]
Cc1cccn2c(NCC3CCCO3)c(C(C)C)nc12 (stereo not given)	0.2	4%	101%[activator]	-6%	-16	-1.1	10	-27%	10%
Cc1ccccc1C(=O)Nc1ccc(C(=O)OCc2cc(=O)n3nc(C4CC4)sc3n2)cc1	0.7	47%[activator]	2%[57.1 µM]	?	.	1.4	-1	-5%	15%[57.1 µM]
COc1ccc(CNC(=O)/C=C/c2ccc3[nH]cc(CCN(C)C)c3c2)cc1	-0.1	6%	11%[57.1 µM]	-1%	-10	0.4	0	-26%	22%[57.1 µM]
